# Assay outcomes: PubChem BioAssay, The Scripps Research Institute Molecular Screening Center
# PAFAH2 FP inh: PAFAH2 (human) inhibition | inhibition, % at 3.39 µM | Q99487 | actives 0.99% (n = 340,000) | recombinant PAFAH2, FP-rhodamine activity probe, fluorescence polarization | AID 492956;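 active = inhibition above the mean over all tested compounds plus 3 SD, cut at about 30% in these data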;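 note: inhibitors block probe labeling of enzyme so polarization drops; 0% = enzyme with DMSO and 100% = wells lacking PAFAH2 protein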
# proCasp3 act: activators of human procaspase-3 | recombinant procaspase-3 D3A, Ac-DEVD-pNA absorbance 405 nm | activation, % at 8.5 µM | actives 0.11% (n = 330,000);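 active = activation above the mean of all tested compounds plus 3 SD, cut at about 21% in these data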;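 note: 0% = DMSO alone and 100% = DMSO wells spiked with extra 5 µM PC-3 D3A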
# Target sequence (P42574 whole entry D9A/D28A/D175A): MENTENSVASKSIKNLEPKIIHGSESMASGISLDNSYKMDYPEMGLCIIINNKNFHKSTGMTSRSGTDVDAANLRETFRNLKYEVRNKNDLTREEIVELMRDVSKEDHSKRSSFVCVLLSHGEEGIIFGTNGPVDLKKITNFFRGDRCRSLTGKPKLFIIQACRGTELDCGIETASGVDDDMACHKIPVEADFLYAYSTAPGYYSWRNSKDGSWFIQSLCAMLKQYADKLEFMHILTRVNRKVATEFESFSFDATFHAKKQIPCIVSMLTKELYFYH
#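 Assay system – Procaspase-3 D3A mutant, all three cleavage aspartates alanine · Controls – DMSO-only low control, 5 µM PC-3 D3A high control · Schedule – 1 h compound preincubation, 2 h substrate hydrolysis at 25 °C · Signal – 405 nm absorbance of p-nitroaniline, reads at 0 and 120 min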
# HCV core dimer: HCV core protein dimerization inhibition. TR-FRET GST/Flag-core106 dimerization, 1536-well. inhibition, % at 5 µM. actives 0.33% (n = 300,000);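 active = inhibition above the mean of all tested compounds plus 3 SD, set per screening campaign, cut at about 45% in these data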
#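 assay system = GST-tagged and Flag-tagged HCV core protein residues 1-106 | controls = unlabelled core106 and no-GST-core106 wells | incubation = compound-protein-antibody incubation 4 h at 22.5 °C | probe or stimulus = Eu donor and XL665 acceptor anti-tag antibodies | read-out = % inhibition based on acceptor/donor emission ratio | signal = TR-FRET 671 and 617 nm emission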
# AHR act: activates the human aryl hydrocarbon receptor | P35869 | AHR-responsive luciferase reporter cells, luminescence | activation, % at 5 µM | actives 2.5% (n = 320,000) | AID 2796; in the data active = activation above about 47%;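 note: 0% = vehicle wells and 100% = reference agonist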
# Fh CTSL1 inh: cathepsin L1 inhibition, PFM18AAP counter-screen; AID 1906; recombinant F. hepatica cathepsin L1, Z-Leu-Arg-MCA fluorescence; inhibition, % at 5.96 µM; actives 0.49% (n = 300,000);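 active = inhibition above the mean of all tested compounds plus 3 SD, set per screening campaign, cut at about 17% in these data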;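 note: 0% = plate median of test compound wells and 100% = 1 µM Z-Phe-Ala-diazomethylketone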
# procasp7 counter: counter-screen for procaspase-3 activators: activators of human procaspase-7; P55210; recombinant procaspase-7, Ac-DEVD-pNA absorbance 405 nm; D23A/D198A/D206A triple mutant, cannot self-cleave; scale: DMSO 0, 5 µM enzyme 100; activation, % at 8.5 µM; actives 0.093% (n = 330,000);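 active = percent activation above the screen-wide mean plus 3 SD, cut at about 25% in these data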
#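 buffer or medium = Zinc-free HEPES/NaCl buffer, pH 7.4 | material = Procaspase-7 triple mutant (PC-7 D3A) | input = 2 µM procaspase-7 mutant as dispensed | signal = Epi-absorbance of released pNA at 405 nm, two timepoints | timing = 1 h preincubation, 2 h reaction | replicates = singlicate compound testing | evaluation = % activation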
# TPT1 inhibitor: inhibitors of Candida albicans tRNA 2'-phosphotransferase TPT1; recombinant caTPT1, FP RNA substrate dephosphorylation; inhibition, % at 5 µM; actives 0.81% (n = 300,000);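 active = inhibition above the mean of all tested compounds plus 3 SD, set per screening campaign, cut at about 24% in these data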;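 note: plate controls were DMSO alone for no effect and ferristatin control at 100 nM for full effect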
# PP1 counter: blocks human PP1-alpha phosphatase, a PP5 counter-screen; inhibition, % at 6.7 µM; purified PP1alpha, OMFP fluorescence; actives 0.9% (n = 320,000); P62136;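 active = inhibition above the mean inhibition of all tested compounds plus 3 SD, computed separately for each screening campaign, cut at about 15% in these data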
# PP5 primary: blocks human protein phosphatase 5 activity. P53041. AID 1987. actives 0.18% (n = 320,000). purified PP5c, OMFP substrate fluorescence. inhibition, % at 6.7 µM;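 active = inhibition above the campaign's mean inhibition across all tested compounds plus 3 SD, cut at about 9.5% in these data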;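 note: 0% = DMSO only and 100% = 100 µM cantharidin control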
# Target sequence (P53041 whole entry, looked up): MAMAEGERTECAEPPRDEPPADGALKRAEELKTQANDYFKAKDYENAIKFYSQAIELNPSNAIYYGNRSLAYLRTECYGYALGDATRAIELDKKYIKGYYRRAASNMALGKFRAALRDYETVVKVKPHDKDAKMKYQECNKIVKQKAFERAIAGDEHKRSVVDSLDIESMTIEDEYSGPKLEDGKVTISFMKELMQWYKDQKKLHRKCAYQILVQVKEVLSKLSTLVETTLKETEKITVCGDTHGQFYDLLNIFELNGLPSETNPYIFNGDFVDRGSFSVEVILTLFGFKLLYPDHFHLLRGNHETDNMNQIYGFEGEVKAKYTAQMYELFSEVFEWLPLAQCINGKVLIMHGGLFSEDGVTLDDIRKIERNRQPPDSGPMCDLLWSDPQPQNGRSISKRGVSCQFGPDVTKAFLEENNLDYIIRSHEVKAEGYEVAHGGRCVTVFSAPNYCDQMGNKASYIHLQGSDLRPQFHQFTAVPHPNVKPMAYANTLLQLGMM
# * hit, by the source's call; . = not tested or not shown.
no.	smiles	PAFAH2 FP inh	proCasp3 act	HCV core dimer	AHR act	Fh CTSL1 inh	procasp7 counter	TPT1 inhibitor	PP1 counter	PP5 primary
1	COc1ccc(/C=C2\N=C3CCCN3C2=O)cc1	-1	1	-14	8	-10	8	2	-2	0.9
2	Cc1cc(OC(C)C(=O)NCCCN2CCOCC2)c2c(C)c(C)c(=O)oc2c1 (stereo unspecified)	6	6	-4	1	-2	-8	-2	0	2.7
3	Fc1ccccc1/C=N/Nc1cc(N2CCCCC2)ncn1	-7	-2	3	1	1	-7	2	2	2.1
4	COc1ccc(OC(=O)c2cnn(-c3ccccc3)c2C)cc1	6	6	4	1	-1	16	-3	1	1.5
5	COc1cc(CC(=O)NCC2COc3ccccc3O2)cc(OC)c1OC (stereo unspecified)	1	4	0	0	1	1	0	-3	6.2
6	COc1cccc2sc(N3CCN(C(=O)C4COc5ccccc5O4)CC3)nc12 (stereo unspecified)	8	10	3	7	2	9	0	-4	0.7
7	O=C(Nc1nc2c(s1)CCc1ccccc1-2)c1ccco1	2	6	2	47	1	3	0	0	6.3
8	Cc1ccccc1NC(=O)c1nnn(-c2ccc3c(c2)OCCO3)c1N	-1	0	0	-12	3	8	0	-2	5.6
9	O=C(NCCO)C(=O)c1c(-c2ccc(Cl)cc2)cc2ccccn12	4	2	-7	4	5	-11	-1	-4	3.7
10	COc1nc(-c2ccccc2)c2c(c1C#N)CC(C)(C)OC2	8	3	4	4	3	-1	8	-2	1.8
11	Cc1ccc(N2CCN(C(=O)Nc3cccc([N+](=O)[O-])c3)CC2C)cc1 (stereo unspecified)	-2	5	-2	0	2	5	-5	0	-1.1
12	CCCC1=NN2C(=N)/C(=C\c3cc(C)n(Cc4ccccc4)c3C)C(=O)N=C2S1	-1	-44	13	0	7	-25	5	8	4.0
13	COc1ccc(C2=NOC(C(=O)NCCCn3ccnc3)C2)cc1 (stereo unspecified)	-5	1	1	8	-1	1	1	-2	2.6
14	Cc1ccc(C(=O)N2NC(c3ccccc3F)C3C(=O)N(c4cccc(C)c4)C(=O)C32)cc1 (stereo unspecified)	-1	7	-10	-1	8	-5	-3	0	0.6
15	CN(Cc1ccccc1)C(=O)CSc1cc(=O)n(C)c2ccccc12	7	-5	5	2	5	2	1	-1	1.1

# More entries follow.
no.	smiles	PAFAH2 FP inh	proCasp3 act	HCV core dimer	AHR act	Fh CTSL1 inh	procasp7 counter	TPT1 inhibitor	PP1 counter	PP5 primary
16	Cc1ccc(S(=O)(=O)N(C)CC(=O)NCCCn2nc(C)cc2C)cc1	-5	3	.	1	.	-9	.	.	.
17	COCCOc1ccc(C(F)(F)F)cc1NC(=O)c1ccc(C)cc1	-3	0	3	36	-1	4	0	1	-0.1
18	CC1=C(C(=O)OC(C)C)C(c2ccco2)NC(=O)N1 (stereo unspecified)	1	-3	2	-1	-1	-7	0	-3	-0.6
19	O=C(CC1(O)C(=O)Nc2ccc(Br)cc21)c1ccc2c(c1)OCO2 (stereo unspecified)	-9	4	3	6	4	3	3	-3	-0.5
20	COc1ccc(-n2nc(C(=O)NCC(=O)N3CCN(c4ccc(F)cc4)CC3)c3ccccc3c2=O)c(OC)c1	2	-1	12	1	1	5	2	-5	-2.6
21	Cc1cc(C)c(C)c(S(=O)(=O)N2CCC(C(=O)NC3=NCCS3)CC2)c1C	-2	3	.	-1	.	5	.	-1	1.2
22	CCCCCn1c(C(C)NC(=O)CCC)nc2ccccc21 (stereo unspecified)	2	2	-3	2	0	15	0	0	1.0
23	COc1cccc(-c2cc(C(=O)N3CCN(C(=O)c4ccco4)CC3)[nH]n2)c1	-3	-5	-3	10	-3	-7	-1	2	3.8
24	CCN(Cc1nc2ccccc2n1C)c1ccccc1	-1	3	13	26	-6	0	-1	-1	1.5
25	CNc1c(N)c(=O)oc2ccccc12	4	-4	-8	17	-1	3	-4	1	2.8
26	NC1=NC(=O)/C(=C/c2cn(Cc3ccccc3)c3ccccc23)S1	15	-7	-12	116*	2	-8	3	8	3.3
27	COC(=O)C1=CN(c2ccc(OC)cc2)C=C(C(=O)OC)C1c1cccc(F)c1	-3	17	-1	1	0	22	2	-3	-0.6
28	CC(C)c1cccc(C(C)C)c1OC(=O)NC(=O)c1c(F)cccc1F	2	-5	2	-3	2	1	2	-3	0.4
29	CC(/C=C1\SC(=Nc2cccnc2)NC1=O)=C\c1ccccc1	-5	4	10	2	-2	1	19	2	-0.2
30	CC(Oc1ccc2oc(-c3ccccc3)c(C(=O)O)c2c1)C(=O)O (stereo unspecified)	-4	5	1	0	0	-2	5	1	0.1

# Following part
no.	smiles	PAFAH2 FP inh	proCasp3 act	HCV core dimer	AHR act	Fh CTSL1 inh	procasp7 counter	TPT1 inhibitor	PP1 counter	PP5 primary
31	COc1ccc(C(=O)c2c(C)c(CCC#N)n3ccccc23)c(OC)c1	3	1	-1	1	1	8	1	4	2.2
32	CC(C)c1ccc(NC(=O)c2ccc3c(c2)CCN3S(C)(=O)=O)cc1	0	5	-1	-3	-1	-1	-2	5	3.8
33	CCN(CC)CC#CC(C)(C)OC(C)=O	3	3	-2	-2	1	-4	-3	-2	0.3
34	CCOC(=O)C1CCN(C(=O)c2cccc(S(=O)(=O)N3CCc4ccccc43)c2)CC1	5	7	.	2	.	0	.	-4	-0.7
35	CSc1c(CC(=O)Nc2ccccc2)n(Cc2ccccc2)c2ccccc12	-1	1	4	4	0	5	0	-1	0.4
36	CN(CC(=O)Nc1ccc(Cl)c(Cl)c1)C(=O)c1cccc2cccnc12	-8	5	.	9	.	4	.	1	1.6
37	CCCN1CCN(CCCNC(=O)Cn2cc3c(n2)CCCC3)CC1	6	3	0	1	-2	15	0	-5	1.9
38	CCN(C[C@H]1N[C@@](Cc2ccccc2)(C(=O)OC)[C@H]2C(=O)N(Cc3ccccc3)C(=O)[C@@H]12)S(=O)(=O)c1ccc(C)cc1	-4	13	.	-1	.	5	.	.	.
39	CCc1nnc(NC(=O)c2ccc(C)o2)s1	2	6	1	4	2	14	1	6	4.5
40	COc1ccc(O)c(C(=O)CC(=O)c2ccc(F)cc2)c1	4	-15	3	-5	-2	-22	5	1	4.4
41	CCOc1ccc(NS(=O)(=O)c2cc(C(=O)N3CC(C)OC(C)C3)ccc2C)cc1 (stereo unspecified)	-2	3	0	-1	2	0	2	-7	2.0
42	CC(C)OCC(O)Cn1c(N2CCCC2)nc2c1c(=O)[nH]c(=O)n2C (stereo unspecified)	1	8	9	-3	-2	1	1	-8	1.3
43	CC1CN(S(=O)(=O)c2ccc(C(=O)Nc3ccccc3F)cc2)CC(C)O1 (stereo unspecified)	-3	10	.	-1	.	1	.	.	.
44	Cc1ccc(N(CC(=O)NC(C)(C)C)C(=O)CNC(=O)c2cccs2)cc1	0	-1	0	3	-1	-4	-4	-8	3.0
45	Cc1cccc(N2CCN(C(=O)c3ccnn3C)CC2)c1C	0	-1	-6	-1	-1	-1	-1	-2	2.1

# Next part.
no.	smiles	PAFAH2 FP inh	proCasp3 act	HCV core dimer	AHR act	Fh CTSL1 inh	procasp7 counter	TPT1 inhibitor	PP1 counter	PP5 primary
46	Cc1ccc(-c2nc3c(Cl)cc(Cl)cc3c(=O)n2O)cc1	4	-5	2	65*	1	-12	2	17*	1.1
47	O=C(c1ccc(F)cc1)N1CCN(c2ccc([N+](=O)[O-])cc2-n2cccc2)CC1	.	-8	6	0	5	2	1	1	2.5
48	CCOC(=O)C1CCCN(Cc2ccccc2C)C1 (stereo unspecified)	-1	2	-3	-1	0	0	0	2	1.2
49	O=C(CN1CCCC1)Nc1ccc(OC(F)(F)F)cc1	2	-7	-2	6	-2	2	2	4	-1.8
50	Cc1cc(C)c(S(=O)(=O)Nc2ccc3c4c(cccc24)CC3)c(C)c1	-13	0	27	7	2	1	5	3	3.6
51	C#CCn1c(=O)c2c(ncn2C)n(C)c1=O	-7	2	8	-3	-1	-10	1	-4	-0.3
52	CCOc1ccc(NC(=O)CCN2CCN(S(=O)(=O)c3ccc(F)cc3)CC2)cc1	1	4	-3	1	2	-4	-2	0	-0.5
53	Cc1ccc(-n2ncc3c2CCCC3NC(=O)CCCN2CCCCC2=O)cc1C (stereo unspecified)	4	-4	2	-3	-2	-7	2	-1	-2.3
54	O=C(CSCc1ccccc1Br)NC1CC1	6	-3	-2	-2	3	-3	-1	2	-0.4
55	CCN(CC(=O)Nc1ccc(C(C)=O)cc1)CC(=O)Nc1ccccc1C(F)(F)F	0	-10	-1	6	2	0	-2	0	-0.3
56	CC(=O)CCN1C(=O)NC2(CCCc3ccccc32)C1=O (stereo unspecified)	5	5	2	4	-2	5	1	-1	3.0
57	CCC(=O)c1ccc(OCC(O)Cn2nc(C)cc2C)cc1 (stereo unspecified)	0	-1	4	3	0	9	2	-3	-1.6
58	Cc1nn(C)c(C(=O)N/N=C/c2ccccn2)c1[N+](=O)[O-]	0	-8	-1	4	2	-10	-3	-5	-1.8
59	O=C(Cc1ccsc1)Nc1ccc2c(c1)OCO2	-9	6	.	21	.	-2	.	-2	0.4
60	CCOc1ccc(/C=C/C(=O)c2cc(Br)ccc(=O)c2O)cc1	16	-9	3	7	-1	-10	24*	14	0.3

# More structures:
no.	smiles	PAFAH2 FP inh	proCasp3 act	HCV core dimer	AHR act	Fh CTSL1 inh	procasp7 counter	TPT1 inhibitor	PP1 counter	PP5 primary
61	O=C(CCSc1nnc(-c2ccco2)o1)Nc1ccccc1	-4	8	2	0	0	-1	-2	-2	1.6
62	CC(=O)Nc1ccc(OC(=O)c2cc3cc(Br)ccc3oc2=O)cc1	-4	6	13	-2	-2	0	0	-1	-0.3
63	CCOC(=O)C1CCN(C(=O)Nc2ccc3oc(C)nc3c2)CC1	-5	-18	6	1	0	-6	0	1	2.6
64	COc1ccccc1CN1C(=O)c2ccccc2C1C(=O)NC1CCC(C)CC1 (stereo unspecified)	-2	4	4	1	1	2	-1	0	-2.1
65	COc1ccc(-c2cc(C(=O)N3CCOCC3)c3ccccc3n2)cc1OC	1	2	0	16	0	9	-3	-2	0.8
66	Cc1cc(NC(=O)CCSc2ccccc2)no1	1	5	2	2	3	4	0	-3	-1.4
67	COc1ccccc1NC(=O)c1ccc(S(=O)(=O)N(C)c2ccccc2)cc1	-7	1	.	0	.	7	.	-1	0.4
68	CCOCc1[nH]c(=S)[nH]c(=O)c1Cc1ccc(OC(C)C)cc1	12	6	7	1	-3	-2	-3	-4	-0.1
